Screening results from PubChem BioAssay.
Rhodamine autofl – qHTS Assay for Spectroscopic Profiling in Rhodamine Spectral Region. 59,000 compounds, 0.05% hits. max dye-equivalent concentration, M. Rhodamine-region fluorescence, 547/598 nm, Tris buffer; hits give high values; in the data active = max dye-equivalent concentration above about 11 nM; inconclusive = between about 1.1 nM and that limit
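A six-point rhodamine series on each plate calibrates the signal. Compounds sit in 100 mM Tris (pH 8.0) for 15 min at ambient temperature before imaging through 547 nm/598 nm filters.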
ALOX15 inhib – qHTS Assay for Inhibitors of 15-hLO (15-human lipoxygenase); Polyunsaturated fatty acid lipoxygenase ALOX15 (Homo sapiens), P16050; purified 15hLO-1, xylenol orange hydroperoxide absorbance; Potency, µM (highest dose often 57.1 µM), for inactives: at the highest dose activity change, negative = inhibition, usual class: inhibitors; 74,000 compounds, 1.4% hits; AID 887, 2007; also: potency is read from the fitted curve at half-maximal effect; % is scaled to controls: 0 for no effect and ±100 for the full control effect; nearly all actives have a fitted effect of over 55% in size
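Inhibition is scored from a chromogenic endpoint. After 15 min enzyme-compound contact, arachidonic acid (50 uM final) reacts 6 min with 40 nM 15hLO-1 at room temperature, then Fe-XO reagent is added for 30 min and absorbance ratio recorded.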
Casp1 inh – qHTS Assay for Allosteric/Competitive Inhibitors of Caspase-1; P29466; Caspase-1 enzyme, Ac-WEHD-AFC fluorogenic rate; Potency, µM (highest dose often 57.5 µM), for the others: top-dose activity change, negative = inhibition, most hits filed as inhibitors; 75,000 compounds, 0.03% hits; AID 900, 2007;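 also: potency is read from the fitted curve at half-maximal effect; plate controls were vehicle for no effect and no substrate for full effect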
Target sequence (P29466 120-297 limits assumed): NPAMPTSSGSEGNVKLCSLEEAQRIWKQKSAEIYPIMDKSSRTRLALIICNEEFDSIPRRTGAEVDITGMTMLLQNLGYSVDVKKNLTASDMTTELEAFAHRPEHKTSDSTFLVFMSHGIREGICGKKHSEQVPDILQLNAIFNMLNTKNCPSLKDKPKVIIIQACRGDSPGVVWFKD
Target sequence (P29466 317-404 limits assumed): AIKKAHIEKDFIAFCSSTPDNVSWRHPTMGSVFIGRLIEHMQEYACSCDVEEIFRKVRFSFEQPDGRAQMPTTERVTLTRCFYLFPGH
Tau fil binding – qHTS Assay for Tau Filament Binding; recombinant tau filaments, thioflavin S fluorescence, 15 h; filaments grown with octadecylsulfate alongside compound; Potency, µM (highest dose often 57.1 µM), without a hit: at the highest dose activity change, negative = inhibition; AID 596, 2007; 71,000 compounds, 2% hits;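 also: potency is read from the fitted curve at half-maximal effect; % is scaled to controls: 0 for no effect and ±100 for the full control effect; actives lower thioflavin S fluorescence by blocking filaments or displacing dye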
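Tau 2 uM in ThS buffer dispensed; compound added; 60 uM ODS added (finals 1 uM tau, 30 uM ODS); 15 h 37 C; fluor ex450/em510.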
Casp7 inh – qHTS Assay for Allosteric/Competitive Inhibitors of Caspase-7. P55210. recombinant caspase-7, Ac-DEVD-AFC fluorescence rate. Potency, µM (titrated, usually from 57.5 µM), for the others: top-dose activity change, negative = inhibition, actives largely listed as inhibitors. 75,000 compounds, 0.02% hits. AID 889, 2007; active = well fitted inhibition curve with a large enough effect in the main read-out, with a control signal flat, not every such curve was filed as active; inconclusive = small, poorly fitted or top-dose-only effect, or a change in a side signal; also: potency is read from the fitted curve at half-maximal effect; % of control where 0% means no effect
BRCT PPI green – qHTS Assay for Inhibitors of BRCT-Phosphoprotein Interaction (Green Fluorophore) | Breast cancer type 1 susceptibility protein (Homo sapiens), P38398 | BRCA1 BRCT-phosphopeptide binding, green fluorescence polarization | Potency, µM (top dose mostly 76.9 µM), for inactives: at the top dose activity change, negative = inhibition, actives largely listed as inhibitors | 75,000 compounds, 0.05% hits;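 also: potency is read from the fitted curve at half-maximal effect; plate controls were peptide without protein for full effect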
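Compounds were incubated for 12 min at room temperature with a complex of 100 nM fluorescein-tagged pBACH1 decapeptide and 250 nM His-tagged BRCT protein. Buffer was phosphate pH 7.3 with EDTA, DTT and Tween 20. Disruption of binding lowers the polarization signal.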
DNA Pol III inh – qHTS Assay for Inhibitors of DNA Polymerase III Holoenzyme System; reconstituted DNA polymerase III holoenzyme replication, biochemical; Potency, µM (top dose mostly 57.1 µM), inactives show at the highest dose activity change, negative = inhibition; 71,000 compounds, 0.25% hits; AID 603, 2007; also: potency is read from the fitted curve at half-maximal effect; % is scaled to controls: 0 for no effect and ±100 for the full control effect
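Reconstituted *E. coli* holoenzyme (0.35 nM Pol III, 1 nM beta, 154 nM SSB, 2 nM primase) was preincubated with compound for 15 min at RT. Synthesis on 1.4 nM ssM13Gori ran 35 min, then was stopped with PicoGreen/EDTA and read as dsDNA fluorescence.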
HADH2 inh – qHTS Assay for Inhibitors of HADH2 (Hydroxyacyl-Coenzyme A Dehydrogenase, Type II). Potency, µM (top dose mostly 57.1 µM), inactives show at the highest dose activity change, negative = inhibition, most hits filed as inhibitors. 73,000 compounds, 3.4% hits. recombinant HADH2, NADH fluorescence, beta-hydroxybutyryl-CoA. 3-hydroxyacyl-CoA dehydrogenase type-2 (Homo sapiens), Q99714; also: potency is read from the fitted curve at half-maximal effect; % is scaled to controls: 0 for no effect and ±100 for the full control effect; nearly all actives have a fitted effect of over 60% in size; many of its hits are not listed in these tables
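E. coli-expressed His-tagged HADH2 tested at 20 nM in alkaline Tris buffer (pH 9.0); oxidation of 90 uM beta-hydroxybutyryl-CoA with 1 mM NAD+ tracked fluorimetrically for 4 min.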
USP2a inh – qHTS Assay for Inhibitors of Ubiquitin-specific Protease USP2a. Ubiquitin carboxyl-terminal hydrolase 2 (Homo sapiens), O75604. USP2a enzymatic assay, qHTS inhibition. Potency, µM (series often up to 38.3 µM), for the others: at the top dose activity change, negative = inhibition, usual class: inhibitors. 60,000 compounds, 0.1% hits;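 also: potency is read from the fitted curve at half-maximal effect; nearly all actives have a fitted effect of over 60% in size; plate controls were DMSO for no effect and NEM full inhibition control for full effect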
Target sequence (O75604 whole entry, looked up): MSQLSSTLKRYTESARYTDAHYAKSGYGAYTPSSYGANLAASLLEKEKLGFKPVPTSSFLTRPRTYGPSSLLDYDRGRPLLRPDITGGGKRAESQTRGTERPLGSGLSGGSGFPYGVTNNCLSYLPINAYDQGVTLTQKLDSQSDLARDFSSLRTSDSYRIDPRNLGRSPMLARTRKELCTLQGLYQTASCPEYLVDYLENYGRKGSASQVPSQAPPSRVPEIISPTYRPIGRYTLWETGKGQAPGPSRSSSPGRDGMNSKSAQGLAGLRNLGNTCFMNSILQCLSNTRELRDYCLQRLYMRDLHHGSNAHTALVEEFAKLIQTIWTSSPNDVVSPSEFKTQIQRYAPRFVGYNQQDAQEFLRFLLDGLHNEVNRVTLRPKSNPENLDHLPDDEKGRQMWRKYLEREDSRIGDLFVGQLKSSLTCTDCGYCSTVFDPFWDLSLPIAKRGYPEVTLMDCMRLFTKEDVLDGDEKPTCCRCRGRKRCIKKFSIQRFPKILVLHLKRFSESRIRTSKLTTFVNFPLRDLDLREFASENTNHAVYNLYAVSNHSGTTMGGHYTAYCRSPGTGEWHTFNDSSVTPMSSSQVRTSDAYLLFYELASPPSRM
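Coupled readout: USP2-cleaved Ub-PLA2 (20nM final) turns over NBD C6-HPC (20uM final), Ex 460nm/Em 535nm after 2.5 h, time-zero read flagging artifacts. Enzyme (20nM final, pH 8.0 Tris) given 30 min RT with compound first; NEM defines full inhibition.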
HEK293 cAMP cs – qHTS Assay for Agonists of the Thyroid Stimulating Hormone Receptor: Activators of Intracellular cAMP Concentrations in Parental HEK 293 | parental HEK293 CNG cAMP sensor, membrane potential fluorescence | Potency, µM (doses to about 57.1 µM), for inactives: at the top dose activation, hits mostly activators | 73,000 compounds, 2.5% hits | AID 938, 2007; also: potency is read from the fitted curve at half-maximal effect; % of control where 0% means no effect; nearly all actives have a fitted effect of over 55% in size
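Counterscreen for endogenous-receptor signalling: CNG-channel HEK 293 cells report cAMP rise by membrane depolarization. After 60 min dye equilibration with 100 uM RO 20-1724, compounds incubated 30 min before bottom-read fluorescence at 590 nm.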
BRCT PPI red – qHTS Assay for Inhibitors of BRCT-Phosphoprotein Interaction (Red Fluorophore). Breast cancer type 1 susceptibility protein (Homo sapiens), P38398. BRCT-phosphopeptide binding, red fluorescence polarization. Potency, µM (top dose mostly 76.9 µM), for inactives: at the top dose activity change, negative = inhibition, hits mostly inhibitors. 75,000 compounds, 0.03% hits. AID 892, 2007; also: % is scaled to controls: 0 for no effect and ±100 for the full control effect
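Rhodamine-labelled pBACH1 10-mer (100 nM) bound to BRCT domain (100 nM) at pH 7.3; compounds incubated 12 min room temperature, polarization read. Free peptide defines full inhibition; unlabelled decapeptide titrated as control.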
The depositor's hits bear a star; i = inactive; ? = inconclusive; · = not tested or not shown; [ ] = dose if it differs, or a comment. Unless noted, calls follow the shape of the dose curve; as a rule, active = well fitted curve in the direction sought with a large enough effect; inconclusive = small, poorly fitted or top-dose-only effect, or another doubt; inactive = no such curve, though single readings can be large; an effect the other way counts as inactive or inconclusive. This is a subset. The share of hits here may be higher or lower than overall.

SMILES | Rhodamine autofl | ALOX15 inhib | Casp1 inh | Tau fil binding | Casp7 inh | BRCT PPI green | DNA Pol III inh | HADH2 inh | USP2a inh | HEK293 cAMP cs | BRCT PPI red
COc1ccc(C(=O)NC(C)c2nc3ccccc3n2C)cc1OC (stereo not drawn) | i | 0% | 1% | 4% | -1% | -1.7% | 2% | 4% | -6% | -2% | -0.2%
O=C(CCn1c(=O)oc2ccccc21)NCCN1CCc2ccccc2C1 | i | -8% | 0% | 4% | 0% | 0.2% | 2% | -5% | 1% | 1% | -0.4%
Cc1cc(C(=O)OCc2nnc(-c3ccccc3)o2)c(C)n1-c1ccccc1 | i | -11% | -6% | 9% | -6% | -2.5% | 0% | -3% | 17% | 13µM* | 1.8%
CC(C)Cc1cc(C(=O)Nc2cc(Br)ccc2O)no1 | · | -16% | -4% | -4% | -1% | -4.2% | -2% | 4% | · | -2% | 1.2%
Cc1cc2c(=O)n(CC(=O)N3CCN(c4ccccc4)CC3)cnc2s1 | i | 3% | 2% | 1% | -1% | -2.1% | 8% | 12% | -2% | 2% | -0.5%
Nn1c(Nc2ccccc2)nc2sc3c(c2c1=O)CCC3 | · | -27% | -6% | 51% | -5% | 0.2% | -3% | ? | 26% | -1% | -0.5%
CCN1CCCC1CNC(=O)CCNC(=O)c1cc(OC)c(OC)c(OC)c1 (stereo not drawn) | i | 5% | -2% | 3% | 0% | 0.5% | -2% | 8% | -5% | 3% | 0.7%
O=C(Nc1cccc(NC(=O)c2nccc3ccccc23)c1)c1ccco1 | i | 3% | -2% | -11% | 0% | 0.1% | 0% | 0% | 25% | ? | -1.0%
CC1(C)CC(N2CN(C3CCCCC3)CC2=O)CC(C)(C)N1 | · | 6% | -2% | 1% | 0% | -2.4% | -6% | -1% | 2% | -4% | 0.3%
Cc1nc(C)c(C(=O)Nc2ccccc2-c2ccccc2)o1 | i | -7% | -2% | ? | -3% | 1.3% | 2% | ? | 35%[activator] | ? | 0.3%
Cc1ccc(-c2cc(C(=O)Nc3cnn(C45CC6CC(CC(C6)C4)C5)c3)no2)cc1 | i | 7% | -6% | 33% | 1% | -1.2% | 4% | 11% | 1% | 2% | 0.6%
CC1(C)Cc2c(C#N)c(N)n(-c3ccccc3)c(=O)c2CO1 | i | 0% | -1% | 26% | 1% | -1.1% | 2% | -4% | 0% | 9% | 0.1%
COc1ccc(NC(=O)C2CCC(C)(C(=O)O)C2(C)C)cc1 (stereo not drawn) | · | 0% | -2% | -3% | -2% | -1.6% | -1% | 0% | · | -1% | -0.4%
CC(=O)c1ccc(NC(=O)N2CCN(c3cccc(Cl)c3)CC2)cc1 | i | -10% | -1% | 28% | -2% | -2.5% | -3% | -3% | 29% | 15% | -0.5%
COc1cccc(NC(=O)Cn2cc3c(n2)CCCCC3)c1 | · | -1% | -1% | -13% | -2% | -1.5% | -4% | 2% | · | 9% | 0.5%
c1ccc(-n2c(SCc3nc(-c4cccs4)no3)nnc2-c2ccco2)cc1 | i | -8% | -1% | 26% | -3% | -0.8% | 4% | 4% | 8% | ? | 0.3%
O[C@@H](c1cc([C@@]23C[C@H]4CC[C@@H]2C[C@H](C4)C3)nc2c(Cl)cc(Cl)cc12)[C@@H]1CCCCN1 | i | 11%[11.4 µM] | 5%[11.5 µM] | -7%[11.4 µM] | 0%[11.5 µM] | 0.4%[15.4 µM] | -4%[11.4 µM] | 11%[11.4 µM] | · | -8%[11.4 µM] | 0.3%[15.4 µM]
CCOC(=O)CCc1c(C)c2c(C)nn(-c3ccccc3)c2[nH]c1=O | · | 0% | -2% | 14% | -4% | -1.5% | -6% | 0% | · | 0% | 0.3%
O=C(O)CN(c1ccc(F)cc1)S(=O)(=O)c1ccc2c(c1)OCCO2 | · | -1% | -2% | · | 1% | -1.4% | · | -3% | · | 12% | 0.4%
O=C(C1CCCN1S(=O)(=O)c1cccc2cccnc12)N1CCc2ccccc2C1 (stereo not drawn) | · | 25µM* | -5% | 26% | -1% | 0.5% | 0% | 3% | · | ? | -1.7%
COCCn1nnnc1C(c1cc(OC)ccc1OC)N1CCc2ccccc2C1 (stereo not drawn) | i | 1% | -1% | 0% | 1% | 0.9% | -4% | 8% | 1% | ? | -0.6%
COc1ccc(C(=O)N2CCCC(c3nc(-c4cc(OC)c(OC)c(OC)c4)no3)C2)cc1 (stereo not drawn) | i | -3% | -2% | 6% | -3% | 2.8% | -2% | 5% | 7% | 3% | 0.8%
O=C(O)c1[nH]c2ccc(Cl)cc2c1CC(=O)N1CCN(c2ccccc2)CC1 | i | -14% | -2% | 21% | -2% | 2.5% | -7% | -20% | 19% | -5% | -0.6%
COc1ccc(C2(O)CCN(C(=O)c3ccc4c(c3)OCO4)CC2)cc1 | i | 3% | -1% | -3% | -1% | -0.9% | -5% | 7% | 3% | 4% | 0.6%
CC1=CCC2C(=O)N(c3ccc4ccccc4n3)C(=O)C2C1 (stereo not drawn) | i | 3% | -2% | -6% | 0% | -1.3% | -5% | -12% | 55%[activator] | 3% | 0.4%
CCn1c(=N)n(CCOc2ccc(OC)cc2)c2ccccc21 | i | -1% | 0% | 25% | 2% | -1.7% | -4% | 3% | 3% | 15% | -0.2%
O=C(Cc1ccccc1)Nc1nc2ccc(Cl)cc2c2nc(-c3ccco3)nn12 | · | ? | -2% | 3% | -2% | 6.9% | 1% | -11% | · | ? | 2.2%
O=C(c1ccc(C(=O)N2CCCc3ccccc32)nc1)N1CCCc2ccccc21 | · | 3% | -3% | 22% | 0% | -3.9% | -2% | 2% | 0% | -1% | 0.5%
CCOc1cc(N2CCOCC2)c(OCC)cc1NC(=O)Cn1[nH]c(=O)c2ccccc2c1=O | i | 8% | 1% | 0% | -1% | -1.5% | -1% | 22% | 2% | 7% | -0.3%
Cc1cc(C(C)(C)C)cc(CNC2CCCCC2)c1O | i | 8%[11.4 µM] | 0%[11.5 µM] | -21%[11.4 µM] | 3%[11.5 µM] | 0.0%[15.4 µM] | 6%[11.4 µM] | 11%[11.4 µM] | · | 15%[11.4 µM] | -2.8%[15.4 µM]
CN(C)CCN1C(=O)c2oc3ccccc3c(=O)c2C1c1ccccc1 (stereo not drawn) | i | -3% | -2% | -7% | -1% | -1.9% | 2% | 9% | -14% | -1% | 1.2%
Cc1cccc(N2CCCn3c2nc2c3c(=O)n(CC(=O)OCc3ccccc3)c(=O)n2C)c1 | i | -5% | -1% | 2% | 0% | 0.0% | 9% | -12% | 21% | 16% | 0.7%
COC(=O)Cc1c(C)c2ccc(OCC(=O)N3CCOCC3)cc2oc1=O | i | -2% | 1% | -4% | 0% | -3.7% | -5% | 25µM* | -1% | 3% | -0.9%
CCC1CCCCN1C(=O)CSc1nc(N)c(NC(=O)c2ccco2)c(=O)[nH]1 (stereo not drawn) | · | 4% | -3% | -6% | -9% | 0.8% | -10% | ? | · | 14% | -0.7%
COc1ccc(CN(CCCN2CCOCC2)C(=O)Nc2ccccc2)cc1OC | i | 1% | 1% | 14% | -2% | -0.6% | -2% | 3% | 11% | 19% | -0.3%
Cc1cc2ncn(N)c2cc1C | i | 20% | 1% | -6% | -1% | -2.2% | -4% | 4% | 0% | 7% | 0.2%
Cc1nc(N2CCN(C(c3ccccc3)c3ccccc3)CC2)nc2c1C(=O)CCC2 | i | -1% | -1% | -7% | -1% | 1.5% | -7% | -5% | -2% | 2% | 0.4%
